Compound activity from PubChem.
CRFR2-BP ag – CRF-BP/CRF-R2 complex agonism; activation, % at 13.2 µM; hit rate 0.46% among 350,000; HEK293 CRF-R2/CRF-BP, calcium dye fluorescence (FLIPR); percent of saturating CRF peptide response;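 active = activation of at least 50%, plus an integration ratio under a set limit after plate pattern correction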;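 also: plate controls were neutral control wells without compound for no effect and CRF at EC100 for full effect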
PHOSPHO1 inh – blocks human PHOSPHO1 phosphatase activity; Q8TCT1; recombinant PHOSPHO1, absorbance phosphatase assay; inhibition, % at 13.3 µM; hit rate 1.1% among 290,000; AID 1565; in the data active = inhibition above about 60%
Target sequence (Q8TCT1 whole entry, looked up): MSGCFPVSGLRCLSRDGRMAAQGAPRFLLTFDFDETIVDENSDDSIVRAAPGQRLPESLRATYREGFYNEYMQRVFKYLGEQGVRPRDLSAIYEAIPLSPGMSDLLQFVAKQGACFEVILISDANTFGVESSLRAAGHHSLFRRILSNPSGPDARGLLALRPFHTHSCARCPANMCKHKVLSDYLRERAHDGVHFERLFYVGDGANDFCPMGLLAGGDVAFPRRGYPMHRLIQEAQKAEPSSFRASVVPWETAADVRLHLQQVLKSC
IDE act – activators of human insulin-degrading enzyme in cells; activation, % at 5.96 µM; hit rate 0.073% among 340,000; AID 493087; P14735; HEK cells, FAbeta-B cleavage, fluorescence polarization; 0% vehicle, 100% cell-free pure enzyme wells;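 active = activation above the mean of all tested compounds plus 3 SD, set per screening campaign, cut at about 17% in these data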
CRFBP-R2 block – CRF-BP/CRF-R2 complex antagonism; inhibition, % at 11.8 µM; HEK293 CRF-R2/CRF-BP, CRF-induced calcium fluorescence; hit rate 0.59% among 350,000;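 active = inhibition of the ligand-induced calcium signal above about 50% at the single tested concentration, limit read from the data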
GalR3 antagonist – antagonists of human GalR3 | O60755 | hit rate 0.44% among 360,000 | inhibition, % at 3 µM | HEK293 GalR3-CNG cAMP membrane potential fluorescence; galR3 body fused to GalR1 C-terminus;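 active = inhibition above the screen-wide average plus 3 SD, cut at about 13% in these data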;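 also: forskolin and galanin both at EC90 stimulate the cells; cAMP rise reported by CNG channel membrane potential dye signal; 0% = forskolin plus galanin with DMSO and 100% = forskolin alone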
Target sequence (O60755 1-299 limits assumed): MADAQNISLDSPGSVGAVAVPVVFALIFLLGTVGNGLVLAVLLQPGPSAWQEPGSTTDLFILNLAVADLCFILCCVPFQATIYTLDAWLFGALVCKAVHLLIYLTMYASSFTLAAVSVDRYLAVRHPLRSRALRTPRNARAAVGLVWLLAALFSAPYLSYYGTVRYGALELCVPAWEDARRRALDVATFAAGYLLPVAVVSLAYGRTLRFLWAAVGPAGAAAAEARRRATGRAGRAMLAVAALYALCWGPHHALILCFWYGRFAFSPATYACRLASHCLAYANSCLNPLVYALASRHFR
p-CIP stab down – lowers stability of the mouse p/CIP coactivator protein; Q05BA5; F442A p/CIP-EGFP cells, EGFP fluorescence, 16 h; decrease of EGFP signal, % at 10 µM; hit rate 0.01% among 290,000; AID 1984;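 active = EGFP signal decrease of at least 30% at 10 µM or well 3 SD below plate mean, unless failing retest; inactive = the rest, including hits failing retest or dose response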; also: some compounds called inactive have numbers as strong as hits; many of its hits are not listed in these tables
IDE cell inh – inhibitors of human insulin-degrading enzyme in cells; HEK cells, FAbetaB cleavage, fluorescence polarization; inhibition, % at 5.59 µM; hit rate 0.41% among 320,000; AID 434962;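 active = percent inhibition above the average of all tested compounds plus 3 SD, set per screening campaign, cut at about 16% in these data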;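 also: IDE supplied by intact live HEK cells; FP after avidin binding of uncleaved biotin substrate so inhibition keeps polarization high; 0% = DMSO wells and 100% = 60 µM reference IDE inhibitor Ii1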
MEKK3 PB1 HTS – raises or lowers MEK5 binding to the human MEKK3 PB1 domain. Q99759. bead-based flow cytometry, Alexa488-MEK5 binding to MEKK3; actives lie on both sides; 0 = blocked by unlabeled MEK5, 100 = vehicle. binding response (% of control), % at 10 µM. hit rate 1.4% among 290,000;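 active = binding response more than 3 SD above or below the average of its plate-row segment, actives on both sides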;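 also: Alexa488 bead fluorescence after subtracting the streptavidin-only scavenger bead signal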
CHRM4 PAM – CHRM4 positive allosteric modulation. P08173. CHO-K1 hM4/Gqi5, Fluo-8 calcium fluorescence, ACh EC20; 0% = ACh EC20, 100% = maximal ACh. activation, % at 3 µM. hit rate 0.4% among 360,000. AID 624126;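 active = activation above its plate's cutoff, the mean activation of sample wells plus 3 SD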; also: some results filed as inactive read as strong as hits
Numbers without * were called inactive; . = not tested or not shown.

Values in the order – CRFR2-BP ag, PHOSPHO1 inh, IDE act, CRFBP-R2 block, GalR3 antagonist, p-CIP stab down, IDE cell inh, MEKK3 PB1 HTS, CHRM4 PAM
(1) NC(=O)c1nn(Cc2ccccc2)c(=O)c2ccccc12
    0.4, 24, -3, 3, -10, 0, -3, 103, -1
(2) COc1ccc(NC(=O)CNc2cc(S(=O)(=O)N3CCOCC3)ccc2N2CCOCC2)c(OC)c1
    -0.8, ., -2, -2, -2, ., 0, ., 11
(3) COc1ccc(OC)c(NC(=O)Nc2cccc(Cn3cccn3)c2)c1
    -1.9, 14, 4, -7, -5, -5, 1, 99, 3
(4) CCOc1ccc2oc(C(=O)OCC(=O)N3C(C)CCCC3C)c(C)c2c1 (configuration not stated)
    -1.0, ., 0, 5, -8, ., 11, ., -4
(5) Cn1c(=O)c2c(nc(SCC(=O)NCc3ccco3)n2C)n(C)c1=O
    8.3, -14, -5, 20, -1, 3, -2, 102, -3
(6) COc1ccc(OC)c(NC(=O)c2sc3nc(C)cc(C)c3c2N)c1
    -3.1, 36, 6, 7, -5, -4, ., 95, -3
(7) Oc1ccccc1-c1nc(NCCN2CCOCC2)c2ccccc2n1
    -1.1, 3, -2, -26, -3, 4, 2, 100, -11
(8) COc1ccc(S(=O)(=O)Nc2cccc3c2O[C@H](CN(C)Cc2ccccc2)[C@@H](C)CN([C@H](C)CO)C3=O)cc1
    -0.3, ., 1, 4, 3, ., 0, ., 8
(9) O=C(CN1CCCC1)N1c2ccccc2Sc2ccc(C(F)(F)F)cc21
    2.8, -14, 2, -15, -4, -11, 5, 108, -22
(10) CCOC(=O)CC1=NC(=O)CS1
    -0.3, 3, 5, -7, -5, 8, -3, 98, 6
(11) Cc1nc(N(C)C)ncc1C(=O)O
    0.8, -2, -1, 8, 0, -9, 1, 103, 10
(12) Cc1ccc(C)c(NC2=C(Cl)C(=O)OC2OC(=O)c2ccco2)c1 (configuration not stated)
    -0.5, -9, 2, -9, -1, -4, 7, 99, -5
(13) O=C(CNC(=O)c1ccc(Br)o1)NNC(=O)c1ccccc1F
    -6.1, 13, 5, 1, -4, 12, 1, 101, 0
(14) CC1CCN(S(=O)(=O)c2ccc(S(=O)(=O)NCc3ccco3)cc2)CC1
    -1.0, 6, 0, 0, 4, 2, 3, 108, 2
(15) CCc1ccccc1NC(=O)C1c2ccccc2Oc2ccccc21
    -1.2, 1, 3, 15, -2, -6, 0, 105, 0
(16) O=[N+]([O-])c1cccc(S(=O)(=O)c2cccc([N+](=O)[O-])c2)c1
    0.3, 32, 8, -4, 6, -6, 9, 104, 7
(17) O=C(COCc1cc(-c2ccco2)on1)NC1CCCCC1
    -1.1, 19, 1, 7, -2, -12, 6, 102, -2
(18) COc1ccccc1OCCCn1cc(C#N)c2ccccc21
    1.9, 9, 3, -4, -4, 0, -1, 104, -9
(19) Cc1cc(OCC(=O)N(Cc2ccco2)C2CCS(=O)(=O)C2)ccc1Cl (configuration not stated)
    -1.1, 20, ., -1, -5, -13, 10, 102, -1
(20) COc1cc(/C=C2\SC(N)=NC2=O)cc(Cl)c1O
    6.7, -3, -42, -14, -10, -31, 26*, 106, -5
(21) Cc1ccc(NC(=O)CCN2C(=O)C3C4CCC(C4)C3C2=O)cc1Cl (configuration not stated)
    -7.6, 46, -1, -28, -2, -13, 4, 103, 3
(22) CCOc1ccccc1NC(=O)CCn1cccc1
    2.1, -11, 1, 10, 8, -5, -4, 97, 5
(23) NNC(=O)c1c(O)c2cccc3c2n(c1=O)CCC3
    -0.2, 24, 1, -11, -13, -7, 2, 106, 8
(24) CCOC(=O)c1cnc(SCC(=O)NNC(=O)c2ccco2)nc1N
    0.4, 24, 7, -5, -8, -2, -6, 102, -2
(25) C=CCOc1ccc(/C(O)=C2/C(=O)C(=O)N(CCN3CCOCC3)C2c2ccc(C)cc2)cc1 (configuration not stated)
    1.4, -21, 2, 7, 5, 2, -1, 95, 4
(26) CCOc1ccc(CNC(=O)CCS(=O)(=O)c2ccc3c(c2)NC(=O)CO3)cc1OC
    1.3, 26, 2, -7, 1, -11, 5, 99, 2

A draw from above in order of SMILES length, falling.
Values in the order – CRFR2-BP ag, PHOSPHO1 inh, IDE act, CRFBP-R2 block, GalR3 antagonist, p-CIP stab down, IDE cell inh, MEKK3 PB1 HTS, CHRM4 PAM
(26) CCOc1ccc(CNC(=O)CCS(=O)(=O)c2ccc3c(c2)NC(=O)CO3)cc1OC
    1.3, 26, 2, -7, 1, -11, 5, 99, 2
(21) Cc1ccc(NC(=O)CCN2C(=O)C3C4CCC(C4)C3C2=O)cc1Cl (configuration not stated)
    -7.6, 46, -1, -28, -2, -13, 4, 103, 3
(24) CCOC(=O)c1cnc(SCC(=O)NNC(=O)c2ccco2)nc1N
    0.4, 24, 7, -5, -8, -2, -6, 102, -2
(17) O=C(COCc1cc(-c2ccco2)on1)NC1CCCCC1
    -1.1, 19, 1, 7, -2, -12, 6, 102, -2
(23) NNC(=O)c1c(O)c2cccc3c2n(c1=O)CCC3
    -0.2, 24, 1, -11, -13, -7, 2, 106, 8
(22) CCOc1ccccc1NC(=O)CCn1cccc1
    2.1, -11, 1, 10, 8, -5, -4, 97, 5
